HttQ103 aggreg: qHTS Multiplex Assay to Identify Dual Action Probes in a Cell Model of Huntington: Aggregate Formation (GFP); Potency, µM (doses to about 46.1 µM), for inactives: at the top dose activity change, negative = inhibition, hits mostly inhibitors; actives 1.1% (n = 220,000); PC12 HttQ103-GFP aggregates, Acumen cytometry, 40 h; AID 1688, 2009; note: % is set by controls: 0 for no effect and ±100 for the full control effect; nearly all actives have a fitted effect of over 60% in size
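Aggregates are detected as GFP objects 1–25 µm with signal 6 STDEV over background in lysates of induced PC12 cells. These carry Huntingtin exon 1 with 103 glutamines fused to GFP under an ecdysone promoter; compounds titrated.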
RGS12 GoLoco inh: qHTS Assay for Inhibitors of RGS12 GoLoco Motif Activity (Red Fluorophore); actives 0.44% (n = 230,000); AID 880, 2007; Potency, µM (titrated, usually from 61.6 µM), inactives show at the highest dose activity, negative = inhibition, most hits filed as inhibitors; Gai1:RGS12 GoLoco peptide FP, rhodamine, 10 min; active = well fitted inhibition curve with a large enough effect, not every such curve was filed as active; inactive = no such curve, though single readings can be large or run the other way; note: % is set by controls: 0 for no effect and ±100 for the full control effect; nearly all actives have a fitted effect of over 30% in size; many of its hits are not listed in these tables
Target sequence (P63096 whole entry, looked up): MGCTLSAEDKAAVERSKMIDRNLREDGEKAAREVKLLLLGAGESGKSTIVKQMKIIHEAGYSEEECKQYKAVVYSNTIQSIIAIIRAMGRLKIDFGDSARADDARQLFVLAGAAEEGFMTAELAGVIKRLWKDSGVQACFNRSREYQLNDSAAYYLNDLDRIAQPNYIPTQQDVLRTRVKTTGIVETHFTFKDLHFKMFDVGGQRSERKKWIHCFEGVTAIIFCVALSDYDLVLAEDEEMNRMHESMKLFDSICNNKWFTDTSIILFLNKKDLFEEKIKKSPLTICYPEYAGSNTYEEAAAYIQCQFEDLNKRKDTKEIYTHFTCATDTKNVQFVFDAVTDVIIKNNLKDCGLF
IMPase Li cell: qHTS Assay for Identifying the Cell-Membrane Permeable IMPase Inhibitors: Potentiation with Lithium; CHO-M1 cells, IP1 TR-FRET (IP-One), carbachol + lithium; Potency, µM (titrated, usually from 59.4 µM), inactives show at the top dose activity, negative = IMPase inhibition, hits mostly inhibitors; actives 0.35% (n = 210,000); AID 1457, 2008;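 note: IP1 builds up when IMPase is blocked and the TR-FRET signal falls; plate controls were basal vehicle for no effect and high inhibitor control for full effect; nearly all actives have a fitted effect of over 50% in size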
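Lithium-sensitised IP1 accumulation assay; M1-expressing CHO cells treated 30 min at 37C with compound. Competitive antibody detection by time-resolved FRET followed a 10 min room-temperature lysis step.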
GAA glycogen mod: qHTS Assay for Inhibitors and Activators of Human alpha-Glucosidase Cleavage of Glycogen. Lysosomal alpha-glucosidase (Homo sapiens), P10253. recombinant GAA, glycogen substrate, Amplex Red glucose oxidase fluorescence. AID 2100, 2009. Potency, µM (highest dose often 76.4 µM), inactives show at the top dose activity change, negative = inhibition, usual class: inhibitors. actives 0.38% (n = 300,000);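 note: 0% = full enzyme reaction and -100% = no-enzyme basal signal; the screen sought inhibitors and activators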
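Recombinant enzyme (4 nM final) with compounds titrated up to 77 uM and bovine liver glycogen (30 ug) in citrate pH 5.0, 0.01% Tween-20, 37 C 40 min. Released glucose detected by Amplex Red/glucose oxidase (Ex 573/Em 610); AC50 from Hill fits.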
aGlu spleen mod: qHTS Assay for Inhibitors and Activators of Human alpha-Glucosidase From Spleen Homogenate; actives 0.006% (n = 240,000); Potency, µM (highest dose often 79.9 µM), inactives show at the top dose activity change, negative = inhibition, actives largely listed as inhibitors; human spleen homogenate, 4-MU-alpha-glucoside fluorescence;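 note: 0% = enzyme with vehicle and -100% = no enzyme basal signal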
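Compounds were titrated against alpha-glucosidase in spleen homogenate at pH 5.0, with 1 mM 4-methylumbelliferyl substrate for 40 min at 37 C. Reactions were quenched with pH 10 NaOH/glycine and fluorescence measured.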
HTT cytoprotect: qHTS Multiplex Assay to Identify Dual Action Probes in a Cell Model of Huntington: Cytoprotection (ATP). actives 0.14% (n = 230,000). AID 1471, 2008. Potency, µM (top dose mostly 56.4 µM), for inactives: cytoprotection (ATP increase), usual class: activators. PC12 HTT-Q103 induced, cytoprotection, ATP luminescence, 40 h;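 note: % of control where 0% means no effect; nearly all actives have a fitted effect of over 45% in size; toxic huntingtin expression switched on by the ecdysone agonist tebufenozide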
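Compounds were screened for protection of PC12 cells against cell death after tebufenozide induction (100 nM final) of mutant Huntingtin exon 1 (Q103) fused to GFP.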
GAA inhib: qHTS Assay for Inhibitors of Human alpha-Glucosidase as a Potential Chaperone Treatment of Pompe Disease; Lysosomal alpha-glucosidase (Homo sapiens), P10253; purified human GAA, 4-MU-alpha-glucoside fluorescence; Potency, µM (doses to about 76.9 µM), for inactives: top-dose activity change, negative = inhibition, actives largely listed as inhibitors; actives 0.005% (n = 200,000); AID 1466, 2008;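 note: plate controls were uninhibited enzyme wells for no effect and no-enzyme background for full effect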
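Read-out is 4-methylumbelliferone fluorescence (Ex 365/Em 440 nm) after NaOH/glycine stop at pH 10. Enzyme 4 nM, substrate 400 uM, pH 5.0 citrate buffer, 20 min room temperature; AC50 from Hill-equation concentration-response.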
Starred values were filed as active, the others as inactive; ? = inconclusive; / = no result given; [ ] = remark or other dose. Unless noted, calls come from the whole dose curve; as a rule, active = well fitted curve in the direction sought with a large enough effect; inconclusive = small, poorly fitted or top-dose-only effect, or another doubt; inactive = no such curve, though single readings can be large; an effect the other way counts as inactive or inconclusive. Potency is the fitted concentration of half-maximal effect. Not all compounds are listed; the hit share may differ from the screen's.

SMILES,GAA glycogen mod,GAA inhib,IMPase Li cell,RGS12 GoLoco inh,HttQ103 aggreg,aGlu spleen mod,HTT cytoprotect
COC(=O)c1cccc(NC(=O)/C=C/c2ccc3c(c2)OCO3)c1,-5.4%,-7.0%,18.2%,-5.9%,17.5%,-3.9%,-69.5%[inhibitor][10 µM]
CCNc1nc(NC(C)CC)nc(Oc2ccc(OCC)nn2)n1 (stereo not drawn),-1.0%,-7.1%,7.0%,2.7%,-3.3%[9.22 µM],-1.0%,-19.0%[10 µM]
CS(=O)(=O)N(CC(=O)NCCc1ccccc1)C1CCCCC1,2.0%,1.3%,17.9%[38.3 µM],0.3%,7.5%,-1.5%,4.6%
COc1ccc(-c2noc(CN3CCN(c4ccccc4F)CC3)n2)cc1OC,-8.3%,-2.6%,9.9%[38.3 µM],7.9%,-11.9%,-9.1%,13.6%
Cc1c(NC(=S)NC(=O)CCc2ccccc2)c(=O)n(-c2ccccc2)n1C,6.4%,2.5%,13.8%,20.9%,/,-3.6%,/
COc1ccc2c(=O)c3c(=O)n(-c4ccc(C)cc4)c(-c4ccccc4)nc3oc2c1,2.1%,/,/,-28.6%,-3.8%[9.22 µM],-1.6%,-14.3%[10 µM]
COc1ccc(CNc2nc(-c3cccc(C#N)c3)nc3ccccc23)c(OC)c1,/,/,11.5%,11.9%,/,-1.2%,-11.0%
COCCn1c(-c2ccsc2)nc2c1c(=O)[nH]c(=O)n2CC(C)C,1.5%,-6.6%,10.5%[38.3 µM],7.4%,1.8%,-6.5%,-9.6%
Cc1ccccc1OC/C(O)=C(\C#N)c1nc2ccccc2[nH]1,12.4%,5.3%,12.6µM*,20.9%,-3.4%,-4.4%,-3.0%
C=CCn1c(SC/C=C/c2ccccc2)nnc1-c1sc(N)nc1C,4.9%,-8.6%,-2.1%,3.1%,-1.6%,-0.5%,-4.1%[10 µM]
CCN1/C(=C\C(=S)Nc2ccccc2)Sc2ccccc21,-20.5%,-9.6%,19.1%,35.1%[activator],16.9%[9.22 µM],-3.3%,22.9%[10 µM]
CC(C(=O)Nc1ncn[nH]1)N1C(=O)c2ccccc2C1=O (stereo not drawn),2.5%,-0.7%,-7.0%,5.4%,-0.9%,-2.7%,-1.1%[10 µM]
O=C1C(Cl)=C(NCCc2ccccc2)C(=O)N1CCc1ccccc1,-0.5%,-4.6%,44.0%[activator][38.3 µM],4.1%,-4.1%,0.0%,-16.7%
Cc1oc(/C=N/NC(=O)CN(c2ccccc2Cl)S(C)(=O)=O)cc1Br,0.3%,4.5%,14.0%,4.0%,-13.0%,-1.6%,-0.1%[0.074 µM]
CCc1ccc(N2CC(C(=O)Nc3cccnc3)CC2=O)cc1 (stereo not drawn),1.2%,-7.7%,26.3%[38.3 µM],7.3%,-8.5%,2.2%,-5.1%[10 µM]
Cc1ccc(C(O)c2ccncc2)cc1 (stereo not drawn),11.6%,-2.8%,24.2%[38.3 µM],-1.6%,-4.2%,-9.4%,-3.4%
COC(=O)Cn1nc(-c2ccccc2)c2ccccc2c1=O,1.7%,-1.0%,2.8%[38.3 µM],8.6%,27.4%,-11.3%,7.7%
Nc1nc2ccc(N3CCOCC3)cc2s1,7.3%,-2.1%,29.4%[38.3 µM],1.9%,10.8%,-16.3%,-95.8%[inhibitor]
CCN(C(=O)COC(=O)c1cc(C)n(-c2ccc(F)cc2)c1C)C1CCS(=O)(=O)C1 (stereo not drawn),0.8%,0.6%,19.6%,6.5%,-14.9%,-8.1%,19.5%[10 µM]
COCc1[nH][nH]c(=O)c1C=Nc1ccc(OC(F)(F)F)cc1,7.9%,-4.0%,4.6%,4.1%,-17.5%,/,2.1%
CNC(=O)CSc1ncnc2c1cnn2-c1ccccc1,3.7%,-2.0%,-0.3%,-1.4%,-13.4%,2.9%,?
Cc1c2ccccc2nc2c(F)c(NC(C)C)c(F)c(F)c12,-3.7%,-1.9%,-8.4%,-52.1%,0.3%,-0.7%,-6.0%[10 µM]
O=C(CSc1nnc(Cc2cccs2)n1Cc1ccco1)Nc1ccc(Cl)cc1Cl,-6.0%,-9.1%,9.3%[38.3 µM],5.2%,?,-7.7%,-2.2%[0.074 µM]
CCOc1ccccc1Nc1cc(C)nc2nc(C)nn12,-6.8%,?,8.4%,8.5%,-5.2%,-3.7%,-7.7%
CC(=O)c1cccc(NC(=O)C2CCCC2)c1,11.0%,-4.5%,-5.6%[38.3 µM],-6.2%,4.9%,-3.0%,-7.3%[10 µM]
CN1CCN(NC(=S)Nc2ccccc2)CC1,-21.0%,1.0%,6.2%,3.2%,-4.0%,-2.6%,?
Cc1ccc(NC(=O)C2CC(=O)OC23CCOC(C)(C)C3)cc1 (stereo not drawn),-4.0%,8.4%,22.7%[38.3 µM],1.6%,-1.5%,-1.3%,-17.1%
O=C(Cc1ccccc1)Nn1c(O)c(/C=C2\C=Nc3ccccc32)sc1=S,-15.0%,-0.4%,1.7%,27.4%,32.3%,2.0%,/
CCOc1ccc(-c2nn(-c3ccccc3)cc2/C=C2\SC(=S)N(C3CCS(=O)(=O)C3)C2=O)cc1 (stereo not drawn),5.1%,-5.0%,18.2%[38.3 µM],30.5%[activator],26.1%,-3.4%,3.1%
COc1ccc(S(=O)(=O)CCC(=O)Nc2ccc(OC)cc2OC)cc1,-4.6%,4.2%,-0.4%,18.5%,2.3%,-3.9%,24.1%[10 µM]
NC(=O)c1cc(NC(=O)c2cc(Br)c(Br)s2)cc(C(N)=O)c1,7.0%,-0.4%,7.1%,18.2%,?,4.7%,-25.0%
Cn1c(=O)cc(OCCCC(=O)N2CCN(Cc3ccc4c(c3)OCO4)CC2)c2ccccc21,5.2%,-11.5%,22.6%[38.3 µM],4.2%,?,-0.4%,-17.2%
COc1ccc(OC)c(-c2cc(C(=O)NCc3ccco3)no2)c1,-1.5%,-8.6%,-11.8%[38.3 µM],12.8%,-10.0%,-3.0%,-4.0%
Cc1cc(C#N)c(C)n1-c1cc(S(=O)(=O)N2CCOCC2)ccc1N1CCCC1,-4.8%,8.7%,-0.7%[38.3 µM],-2.8%,4.6%,0.6%,-22.7%
O=C(Cn1c(=O)oc2cc(S(=O)(=O)NCc3ccccc3)ccc21)NCc1ccco1,9.9%,-2.2%,-9.4%[38.3 µM],-2.3%,-19.6%,6.2%,10.9%
CC(N=C1NS(=O)(=O)c2ccccc21)C(=O)NCc1ccc2c(c1)OCO2 (stereo not drawn),-6.4%,-5.9%,14.7%[38.3 µM],6.5%,-19.4%,-3.8%,19.0%
NC(=O)Cc1nc(-c2ccccc2)cs1,-1.4%,-3.9%,-1.5%,1.5%,-11.5%,1.0%,34.5%[0.074 µM]
COc1ccc(NC(=O)c2cccnc2Nc2ccc(OC)cc2)cc1,-12.0%,?,-22.0%[38.3 µM],7.9%,-0.8%,-3.5%,1.1%
Cc1[nH]c2ccccc2c1C(C[N+](=O)[O-])c1cccs1 (stereo not drawn),-10.6%,3.0%,8.3%,-8.6%,-4.9%,4.7%,-3.1%[10 µM]
COc1ccc(-c2ccc(OC)c([C@H]3[C@H]4C=CC[C@@H](C)[C@@H]4C(=O)N3Cc3ccccc3)c2)cc1C,-0.2%,/,/,3.5%,-14.4%[9.22 µM],3.3%,-26.2%[10 µM]
Cc1cc(C(=O)NC(C)Cc2ccccc2)cc(C)c1[N+](=O)[O-] (stereo not drawn),-1.1%,-5.1%,19.5%,-5.0%,-17.7%[9.22 µM],-2.9%,-2.7%[10 µM]
C=C(Cl)COc1ccc2c(CCC)cc(=O)oc2c1,4.6%,0.4%,17.7%[38.3 µM],14.2%,0.4%,-4.1%,-2.3%
CCOc1c(Nc2ccccc2O)c(=O)c1=O,?,/,/,4.3%,4.7%[9.22 µM],-3.2%,4.0%[10 µM]
OCCNc1nc(-c2cccnc2)nc2ccccc12,-12.9%,-7.8%,16.0%[38.3 µM],1.9%,-8.6%,-3.0%,-1.9%
Cc1c(-c2ccc(F)cc2)nc(N)c(C#N)c1-c1ccco1,10.3%,7.7%,-21.6%[38.3 µM],0.1%,22.8%,-17.6%,-10.1%
COc1ccc(NC(=S)N(CCO)Cc2cc3c(C)cc(C)cc3[nH]c2=O)cc1,-7.7%,/,/,6.6%,-4.4%[9.22 µM],-5.3%,2.2%[10 µM]
Cc1ccc2c(c1)C=CC(C)(C)S2=O (stereo not drawn),2.6%,-1.4%,1.6%,-4.5%,-8.6%,4.6%,9.9%[10 µM]
CC(C)c1ccc(Nc2nc(NCc3ccco3)nc(N3CCOCC3)n2)cc1,-7.8%,-1.2%,/,/,-11.6%,1.6%,-21.7%[10 µM]
CC1CC(C)(C)CC2(C1)NC(=O)N(CC(=O)NCC(c1ccco1)N1CCCCC1)C2=O (stereo not drawn),1.3%,2.3%,9.4%[38.3 µM],2.9%,-27.0%,-23.5%,18.8%
COc1ccc(CCNC(=O)CSc2ccc3ccccc3c2)cc1OC,-9.1%,-8.7%,/,/,3.6%,-1.0%,-5.1%[10 µM]

Fetched one by one from the list above (four):
SMILES,GAA glycogen mod,GAA inhib,IMPase Li cell,RGS12 GoLoco inh,HttQ103 aggreg,aGlu spleen mod,HTT cytoprotect
COc1ccc(CCNC(=O)CSc2ccc3ccccc3c2)cc1OC,-9.1%,-8.7%,/,/,3.6%,-1.0%,-5.1%[10 µM]
C=C(Cl)COc1ccc2c(CCC)cc(=O)oc2c1,4.6%,0.4%,17.7%[38.3 µM],14.2%,0.4%,-4.1%,-2.3%
CC1CC(C)(C)CC2(C1)NC(=O)N(CC(=O)NCC(c1ccco1)N1CCCCC1)C2=O (stereo not drawn),1.3%,2.3%,9.4%[38.3 µM],2.9%,-27.0%,-23.5%,18.8%
CC(C)c1ccc(Nc2nc(NCc3ccco3)nc(N3CCOCC3)n2)cc1,-7.8%,-1.2%,/,/,-11.6%,1.6%,-21.7%[10 µM]

Source: PubChem
